ATG4B inh = ATG4B (human) cysteine protease inhibition. hit rate 0.51% among 340,000. inhibition, % at 8.33 µM. AID 504462. Q9Y4P1. ATG4B cleavage of LC3-PLA2, NBD-HPC fluorescence, 1 h; in the data active = inhibition above about 40%
Target sequence (Q9Y4P1 whole entry, looked up): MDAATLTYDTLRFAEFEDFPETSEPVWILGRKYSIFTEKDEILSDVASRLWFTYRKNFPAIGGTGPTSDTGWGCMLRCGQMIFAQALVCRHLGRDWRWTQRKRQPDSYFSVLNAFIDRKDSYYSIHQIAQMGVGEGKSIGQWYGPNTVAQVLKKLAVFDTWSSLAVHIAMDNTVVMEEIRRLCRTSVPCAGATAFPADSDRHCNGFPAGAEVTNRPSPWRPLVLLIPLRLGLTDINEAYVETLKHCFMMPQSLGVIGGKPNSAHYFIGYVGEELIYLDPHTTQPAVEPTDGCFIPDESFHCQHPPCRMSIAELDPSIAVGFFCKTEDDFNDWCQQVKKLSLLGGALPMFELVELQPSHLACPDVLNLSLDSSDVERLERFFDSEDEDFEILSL
MPTP inh = blocks calcium-induced mitochondrial swelling; isolated mouse mitochondria, Ca2+ swelling absorbance, 30 min; inhibition, % at 10 µM; hit rate 1.4% among 360,000; AID 602449;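 active = inhibition of 50% or more, scaled per plate between neutral and stimulator controls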;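 also: 0% = DMSO wells given calcium and 100% = 1 mM EGTA wells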
GRIN3A LBD mod = modulates the human NR3A ligand-binding domain | NR3A LBD differential scanning fluorimetry, Tm shift; 0% = protein alone, 100% = glycine-bound protein | Tm shift relative to glycine control, % at 25 µM | hit rate 2.5% among 340,000;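 active = melting temperature shift of at least 10% of the positive control shift, at one fixed dose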
SENP7 inh = blocks the human protease SENP7; Q9BQF6; recombinant SENP7, Z-RLRGG-aminoluciferin luminescence, 40 min; inhibition, % at 5 µM; hit rate 1.5% among 330,000;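 active = inhibition above about 50% at the single test dose, limit read from the data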;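 also: plate controls were DMSO with enzyme for no effect and no enzyme buffer wells for full effect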
Target sequence (Q9BQF6 706-1050 limits assumed): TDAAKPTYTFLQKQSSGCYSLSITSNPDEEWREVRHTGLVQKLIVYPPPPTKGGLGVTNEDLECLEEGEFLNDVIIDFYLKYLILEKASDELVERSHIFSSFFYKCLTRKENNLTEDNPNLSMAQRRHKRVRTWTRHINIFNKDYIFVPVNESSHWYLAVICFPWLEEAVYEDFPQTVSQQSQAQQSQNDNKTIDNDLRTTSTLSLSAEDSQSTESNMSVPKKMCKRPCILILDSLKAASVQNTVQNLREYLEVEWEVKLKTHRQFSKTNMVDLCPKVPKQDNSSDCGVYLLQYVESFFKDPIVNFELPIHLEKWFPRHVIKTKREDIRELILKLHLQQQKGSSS
HKDC1 inhibitor = HKDC1 (human) hexokinase inhibition | Q2TB90 | recombinant HKDC1, G6PDH/diaphorase resazurin coupled fluorescence | inhibition, % at 20 µM | hit rate 0.16% among 340,000 | AID 493160;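 active = inhibition above about 35% when tested at 20 µM, limit read from the data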;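 also: plate controls were DMSO wells with enzyme for no effect and DMSO wells lacking enzyme for full effect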
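Test system: recombinant HKDC1 (HK5) hexokinase enzyme, produced in-house; Amount: enzyme 5 µg/mL final; Buffer or medium: Tris pH 8.0 buffer with MgCl2, Tween-20, BSA, BME; Reagent: glucose and ATP substrates; Doses: 20 µM test compound, 1% DMSO; Incubation: 90 min reaction incubation at room temperature, dark; Detection: resorufin fluorescence at 613 nm.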
SENP6 block = blocks the human protease SENP6; Q9GZR1; Recombinant SENP6 catalytic domain, aminoluciferin luminescence; inhibition, % at 10 µM; hit rate 1.8% among 330,000; AID 2599;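 active = inhibition above about 50% at the single tested dose, limit read from the data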;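 also: plate controls were DMSO wells with enzyme for no effect and DMSO wells lacking enzyme for full effect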
PfG6PD inh = PfG6PD (Plasmodium falciparum) enzyme inhibition; PfGluPho enzyme, NADPH resazurin-diaphorase fluorescence; inhibition, % at 20 µM; hit rate 0.78% among 350,000;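 active = inhibition reaching at least a set limit at 20 µM in the primary screen, cut at about 59% in these data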;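 also: 0% = DMSO wells with substrate and 100% = DMSO wells lacking glucose-6-phosphate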
SENP8 inh = SENP8 (human) protease inhibition. AID 602440. recombinant SENP8, Nedd8 substrate fluorescence. inhibition, % at 20 µM. Q96LD8. hit rate 0.64% among 360,000; in the data active = inhibition mostly above about 40%, no sharp cut-off; inactive = mostly below about 27%
Target sequence (Q96LD8 whole entry, looked up): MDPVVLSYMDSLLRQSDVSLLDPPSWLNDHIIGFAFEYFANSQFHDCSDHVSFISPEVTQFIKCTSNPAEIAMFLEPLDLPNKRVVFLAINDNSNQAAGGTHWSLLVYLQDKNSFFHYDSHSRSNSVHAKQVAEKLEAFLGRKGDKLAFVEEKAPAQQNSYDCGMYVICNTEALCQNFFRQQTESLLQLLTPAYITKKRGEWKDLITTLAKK
* hit, by the source's call; . = no result given. Hits appear at their usual frequency. About 6.9% of those tested had a hit in this group.

SMILES | ATG4B inh | MPTP inh | GRIN3A LBD mod | SENP7 inh | HKDC1 inhibitor | SENP6 block | PfG6PD inh | SENP8 inh
O=C1NN(c2ccccc2)C(=O)/C1=C\c1ccccc1OCC(=O)N1CCOCC1 | 16 | -2.0 | 1 | 5 | -2 | 1 | -9 | 4
Nc1ccc(C(=O)c2ccccc2C(=O)O)cc1Cl | -4 | -1.5 | -11 | 4 | -9 | 4 | -5 | 10
CC1CCN(C(=O)CCCOc2cc(=O)n(C)c3ccccc23)CC1 | -6 | 1.5 | -3 | 11 | -1 | -5 | 4 | 14
O=C(COC(=O)/C=C/c1ccc2c(c1)OCO2)Nc1ccc(S(=O)(=O)N2CCCC2)cc1 | -9 | -8.3 | -4 | 2 | -1 | -16 | 2 | -369
Nc1ccc2c(c1)N1CCN=C1S2 | 2 | 0.4 | 1 | -2 | 16 | -1 | 41 | 16
O=C(NCc1cccc(Cl)c1)c1ccc2c(c1)OCCO2 | 4 | -0.7 | 0 | -14 | 2 | -36 | 7 | 20
O=C(CCc1ccccc1)NNC(=O)C12CC3CC(CC(C3)C1)C2 | 0 | -1.9 | 0 | -1 | -9 | -9 | -1 | 19
Cc1cc(OCC(=O)N2CCN(c3ccccn3)CC2)c(C)cc1Br | -2 | 0.0 | 0 | 5 | -1 | 2 | -1 | -4
C[C@H](N)C(=O)OCc1ccc([N+](=O)[O-])cc1 | -8 | 1.2 | -1 | -2 | -2 | -8 | 3 | 21
Cc1ccccc1C(=O)NNC1CC(=O)N(c2ccc3c(c2)OCCO3)C1=O (stereo not drawn) | 0 | 0.8 | -2 | -2 | 11 | -2 | -11 | 6
CCN(CC)CCN(C(=O)c1ccc(C(=O)c2ccccc2)cc1)c1nc2c(OC)cccc2s1 | 12 | -3.3 | -1 | 2 | -7 | -9 | -2 | 5
COc1ccc(-c2nnn(CC(=O)Nc3ccc4c(c3)OCCO4)n2)cc1OC | -41 | -0.5 | 2 | 1 | -8 | -11 | 0 | 26
Cc1nc(N)ncc1Sc1ccccc1 | -2 | 0.2 | 0 | -2 | -2 | -3 | 6 | -18
O=C(OCn1nnc2ccccc2c1=O)c1ccc2ccccc2n1 | -1 | -2.3 | -3 | . | 0 | . | 4 | 22
COCCOC(=O)c1c(C)oc2cc(Br)c(OCC(N)=O)cc12 | -9 | 3.0 | -1 | -1 | -6 | 11 | -6 | -17
O=C(CN1C(=O)NC2(CCCC2)C1=O)OCc1c(F)cccc1Cl | -2 | -2.1 | 1 | -4 | -3 | -7 | 12 | 3
O=C(c1ccccc1Sc1ccccc1[N+](=O)[O-])N1CCCCC1 | 8 | -4.2 | 0 | 5 | -5 | 6 | 14 | 7
CCOC(=O)C1CCN(C(=O)CN2C(=O)NC(C)(c3ccc4cc(OC)ccc4c3)C2=O)CC1 (stereo not drawn) | -3 | 1.4 | 0 | 3 | 14 | -17 | -27 | 16
CC1(C)C[C@H]2C3=CCC4[C@@]5(C)CC[C@H](O)[C@@](C)(CO)C5CC[C@@]4(C)[C@]3(C)C[C@@H](O)[C@@]2(CO)[C@@H](O)[C@@H]1O (stereo partly drawn) | -14 | -3.2 | -4 | 1 | -6 | 11 | -3 | 0
O=C(Nc1ccc(CN2CCOCC2)cc1)c1ccc(-c2ccc(Cl)cc2Cl)o1 | -11 | 2.4 | 0 | 2 | -2 | 12 | 23 | -16
O=C(N/N=C/c1cc([N+](=O)[O-])ccc1O)C1CCCCC1 | -1 | 21 | -10 | 5 | -19 | -10 | -15 | 17
CCc1nc(NCc2ccco2)c2oc3ccccc3c2n1 | 2 | 0.3 | 4 | 5 | 1 | 5 | -7 | 4
COc1cccc(NC(=O)N2CCCc3ccccc32)c1 | -1 | -0.8 | 4 | 0 | -5 | -17 | 13 | -9
Cc1nn(CC(=O)N(C)C2CCS(=O)(=O)C2)c(C)c1S(=O)(=O)N(C)C (stereo not drawn) | -6 | -1.9 | 0 | 9 | -8 | -7 | 2 | 9
Cc1ccc(SCc2ccc(C(=O)Nc3nccs3)o2)cc1 | -8 | 1.7 | -5 | -5 | -1 | -2 | 9 | -20

Five compounds out of the list above, sorted by their value in MPTP inh, smallest number first:
mol	MPTP inh
O=C(CN1C(=O)NC2(CCCC2)C1=O)OCc1c(F)cccc1Cl	-2.1
O=C(CCc1ccccc1)NNC(=O)C12CC3CC(CC(C3)C1)C2	-1.9
Cc1ccccc1C(=O)NNC1CC(=O)N(c2ccc3c(c2)OCCO3)C1=O (stereo not drawn)	0.8
CCOC(=O)C1CCN(C(=O)CN2C(=O)NC(C)(c3ccc4cc(OC)ccc4c3)C2=O)CC1 (stereo not drawn)	1.4
Cc1ccc(SCc2ccc(C(=O)Nc3nccs3)o2)cc1	1.7

Next section:
SMILES | ATG4B inh | MPTP inh | GRIN3A LBD mod | SENP7 inh | HKDC1 inhibitor | SENP6 block | PfG6PD inh | SENP8 inh
COc1ccc2c(c1)C(=O)c1ccccc1CO2 | 6 | -1.3 | 2 | -5 | -5 | 56* | -7 | -11
COc1cc(Nc2c3ccccc3nc3ccccc23)cc(OC)c1OC | -1 | 0.7 | -9 | -7 | 5 | -12 | 12 | -80
Cn1c2ccccc2c(=O)c2ccc(-c3ccc4c(c3)OCO4)cc21 | -5 | 0.4 | -1 | 73* | 4 | 72* | 18 | -460
CCOC(=O)c1c(CSc2ccccc2)oc2ccc(O)cc12 | 0 | 29 | -2 | 5 | -3 | 3 | 11 | 4
O=C(NCCCl)Nc1ccccc1OCCOc1ccccc1NC(=O)NCCCl | -9 | 0.8 | -2 | -3 | 5 | -2 | 11 | 4
COCc1c(C(=O)N2CCN(Cc3nc4ccccc4s3)CC2)oc2ccccc12 | -4 | -0.7 | 0 | 1 | 1 | -11 | 8 | 8
COC(=O)c1c(NC(=O)CSc2nnc(-c3ccco3)n2Cc2ccccc2)sc(C)c1C | 37 | 4.7 | 0 | 16 | 26 | -4 | 16 | 12
COc1ccc(-c2[nH]ncc2CN(CCO)CC23CC4CC(CC(C4)C2)C3)c(OC)c1 | -13 | 0.1 | 0 | 3 | 0 | -4 | -6 | 9
CCN(C[C@H]1N[C@@](Cc2ccccc2)(C(=O)OC)[C@H]2C(=O)N(C)C(=O)[C@@H]12)S(=O)(=O)c1ccc(OC(F)(F)F)cc1 | 29 | -0.5 | 2 | 4 | 1 | -21 | 14 | 17
Fc1ccc(CNCc2ccc(Br)cc2)cc1 | -1 | -0.5 | -5 | 11 | -4 | 2 | -3 | 16
Cc1ccc(Cn2c(-n3nc(C)cc3C)nc3c2c(=O)[nH]c(=O)n3C)cc1 | -4 | -0.6 | -1 | -5 | -8 | 11 | 11 | 10
CCOc1ccccc1NS(=O)(=O)c1cn(C)c(=O)n(C)c1=O | 2 | . | 0 | 7 | -7 | -1 | -14 | .
Cc1ccc(-c2noc(-c3ccno3)n2)cc1 | 9 | 0.1 | 1 | -10 | 1 | 20 | -6 | 20
CN(CC(=O)NCCc1ccc(F)cc1)Cc1ccc(Br)cc1 | 4 | 2.4 | -2 | 1 | -1 | -5 | 14 | 14
CCN1CCN(Cc2c(O)ccc3c2O/C(=C\C=C\c2ccccc2OC)C3=O)CC1 | 30 | 1.6 | -3 | 0 | -2 | 5 | 4 | -265
CCSc1nnc(NC(=O)c2cccc3ccccc23)s1 | -5 | -1.0 | 1 | -9 | -2 | -18 | 44 | -47
Cn1ccnc1-c1ccc(-c2nccn2C)cc1 | 2 | 0.0 | -1 | 1 | -5 | 7 | 4 | -164
CCC/C(=N\NC(=O)Cc1csc(N2CCOCC2)n1)c1ccccc1 | -3 | 0.2 | 0 | 3 | -6 | 3 | -15 | 6
Cc1ccc(S(=O)(=O)N2CCOCC2)cc1NC(=O)COC(=O)c1ccc(Br)cc1 | -24 | -1.5 | -3 | 6 | -3 | 13 | -2 | 6
O=C1C(Cl)=C(NCC2CCCO2)C(=O)N1c1ccccc1 (stereo not drawn) | -6 | 3.4 | -4 | 0 | -4 | -4 | 0 | 33
Cn1cc([N+](=O)[O-])c(C(=O)Nc2ccn(Cc3c(F)c(F)cc(F)c3F)n2)n1 | -5 | -1.0 | 2 | -1 | -10 | 14 | -2 | 22
CCOC(=O)c1ccc(NC(=O)CSc2nc3cccnc3n2C)cc1 | -18 | 12 | 4 | 0 | 1 | -10 | 5 | 16
COc1ccc(N=C2SC(CC(=O)Nc3ccc(F)cc3)C(=O)N2Cc2ccco2)cc1 (stereo not drawn) | 1 | 4.0 | 6 | -1 | -3 | 3 | 29 | 11
CC1C/C(=N/Nc2ccc([N+](=O)[O-])cc2[N+](=O)[O-])CC(C)(C)C1 (stereo not drawn) | 6 | -1.5 | 0 | -3 | 0 | 6 | 1 | 46*
COc1ccc(C(=O)CSc2nc(C)cc(=O)[nH]2)cc1 | -7 | 2.5 | -1 | -10 | -5 | -19 | -16 | 19

Arranged by count of non-hydrogen atoms (high to low): part of the list above.
SMILES | ATG4B inh | MPTP inh | GRIN3A LBD mod | SENP7 inh | HKDC1 inhibitor | SENP6 block | PfG6PD inh | SENP8 inh
Cc1ccc(Cn2c(-n3nc(C)cc3C)nc3c2c(=O)[nH]c(=O)n3C)cc1 | -4 | -0.6 | -1 | -5 | -8 | 11 | 11 | 10
CCSc1nnc(NC(=O)c2cccc3ccccc23)s1 | -5 | -1.0 | 1 | -9 | -2 | -18 | 44 | -47
COc1ccc(C(=O)CSc2nc(C)cc(=O)[nH]2)cc1 | -7 | 2.5 | -1 | -10 | -5 | -19 | -16 | 19

Carrying on.
SMILES | ATG4B inh | MPTP inh | GRIN3A LBD mod | SENP7 inh | HKDC1 inhibitor | SENP6 block | PfG6PD inh | SENP8 inh
CCOC(=O)c1c(NC(=O)CN(C)C2CCN(C)CC2)sc(C(=O)Nc2ccccc2)c1C | -9 | 0.2 | -1 | 5 | 17 | -4 | -9 | 5
Cc1ccc(N2C(=O)N(CC(=O)Nc3ccc(F)c(F)c3)C(=O)C2C)cc1 (stereo not drawn) | -10 | 0.7 | -5 | -2 | 0 | -10 | 26 | -2
CCOC(=O)c1ccc(NC(=O)CN(c2ccc(C)cc2)S(=O)(=O)c2c(C)nn(C)c2C)cc1 | 1 | 0.9 | -8 | 5 | -5 | -24 | 17 | 14
CCCCNC(=O)CC1C(=O)N(Cc2ccccc2)C(C)c2nc3ccccc3n21 (stereo not drawn) | 9 | -0.3 | 0 | -1 | -9 | -5 | 9 | 16
CC(=O)Nc1ccc(NCN2C(=O)C3C4CCC(C4)C3C2=O)cc1 (stereo not drawn) | -3 | 2.4 | 0 | -1 | -3 | -12 | -3 | 18
O=C(CSc1nnc(-c2ccco2)n1Cc1ccco1)NCc1ccccc1 | -6 | -0.2 | 0 | -2 | -3 | -11 | -10 | 10
Cc1cc(C)c2[nH]c(=O)c(CN(Cc3cccs3)C(=S)NCC3CCCO3)cc2c1 (stereo not drawn) | 2 | 0.0 | -1 | 3 | 4 | 1 | 1 | -69
COC(=O)C1=C(C)N(C)C(=S)NC1c1ccc(OC)cc1OC (stereo not drawn) | -12 | 5.6 | -1 | -8 | -7 | -16 | 5 | 27
CC(C)c1cccc(OCCCCN(C)C)c1 | -6 | 0.4 | 0 | 2 | -4 | -6 | -5 | -2
O=C1CCCC2=C1C(c1ccc(O)cc1)c1c(ccc3ccccc13)N2 (stereo not drawn) | -7 | -1.2 | -4 | -6 | 15 | 3 | -12 | -388
CC(C)c1ccccc1NC(=O)C1C2C=CC(C2)C1C(=O)O (stereo not drawn) | 4 | 0.0 | 2 | -8 | -4 | -2 | 5 | 10
Cc1cc(C)cc(NC(=O)N2CCN(C/C=C/c3ccccc3)CC2)c1 | -14 | 3.1 | -1 | -9 | 0 | -12 | -1 | 6
O=C(Nc1ccccc1N1CCOCC1)C1(c2ccc(Cl)cc2)CCC1 | -5 | -3.4 | 2 | 1 | 0 | -9 | -1 | -1
COc1cccc(CNCc2ccco2)c1O | -2 | -0.8 | 0 | -5 | -3 | -2 | -3 | 2
O=[N+]([O-])c1ccc(Nc2ccccn2)c([N+](=O)[O-])c1 | 1 | -0.2 | 1 | -1 | -3 | -14 | -7 | 28
Cc1ccc(C)c(OCCC(=O)OCC(=O)NC2CCS(=O)(=O)C2)c1 (stereo not drawn) | -3 | 0.9 | 1 | -6 | -3 | -17 | -6 | 10

Bioassay records deposited in PubChem BioAssay by Sanford-Burnham Center for Chemical Genomics.
